hIAP inh: blocks human intestinal alkaline phosphatase. purified IAP, CDP-Star luminescence, 30 min. inhibition, % at 10 µM. P09923. actives 0.12% (n = 330,000);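 active = inhibition reaching a set limit with compound at 10 µM in the primary screen, cut at about 35% in these data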;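 also: plate controls were DMSO wells with enzyme for no effect and no-enzyme buffer wells for full effect; values of inactives mirror those of a sister screen read the other way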
APOBEC3A inh: inhibitors of human APOBEC3A DNA deaminase; P31941; recombinant A3A, FAM/TAMRA ssDNA deamination fluorescence; inhibition, % at 20 µM; actives 0.41% (n = 330,000);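 active = at least 40% inhibition at 20 µM here, with at most 30% in a related deaminase screen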;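 also: plate controls were A3A with DMSO for no effect and wells lacking A3A enzyme for full effect; some results filed as inactive read as strong as hits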
Target sequence (P31941 whole entry, looked up): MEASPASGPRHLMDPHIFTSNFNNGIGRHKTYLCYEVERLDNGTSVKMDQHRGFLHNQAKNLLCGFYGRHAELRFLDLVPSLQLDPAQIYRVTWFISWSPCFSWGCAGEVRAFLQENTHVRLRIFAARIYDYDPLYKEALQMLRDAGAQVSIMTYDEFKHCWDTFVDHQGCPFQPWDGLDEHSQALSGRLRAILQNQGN
SENP1 FRET inh: SENP1 (human) catalytic domain inhibition; inhibition, % at 10 µM; actives 0.21% (n = 360,000); recombinant SENP1 catalytic domain, CyPet-SUMO1-YPet FRET cleavage; Q9P0U3;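 active = inhibition at least 30% at 10 µM, raw YFP signal under a set limit, fluorescence ratio 0.5 to 1.5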;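 also: 0% = enzyme with DMSO and 100% = no enzyme wells; some results filed as inactive read as strong as hits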
Target sequence (Q9P0U3 419-644 limits assumed): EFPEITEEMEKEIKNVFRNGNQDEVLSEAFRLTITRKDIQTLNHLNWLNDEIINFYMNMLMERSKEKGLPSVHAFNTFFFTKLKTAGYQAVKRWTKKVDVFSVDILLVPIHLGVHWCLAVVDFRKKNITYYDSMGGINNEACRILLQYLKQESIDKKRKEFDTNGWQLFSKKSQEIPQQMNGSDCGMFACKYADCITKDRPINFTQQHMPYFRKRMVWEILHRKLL
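Material: hSENP1 catalytic domain, recombinant; medium: Tris pH 8 with BME, BSA, NP40 and catalase; compound: single concentration of 10 µM compound, 0.5% DMSO final; technique: FRET read of cyan and yellow fluorescence; timing: 50 min enzyme reaction, room temperature, light-protected; reagent: SFCypet-SUMO1-SFYpet substrate at 25 nM; control set: no-enzyme low, enzyme-DMSO high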
NLRP3 yeast inh: NALP3 inhibition in yeast. inhibition, % at 10 µM. Yeast reconstituted NLRP3/ASC/caspase-1, beta-gal luminescence, 24 h. AID 2825. actives 0.39% (n = 330,000);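 active = inhibition of 50% or more; inactive = inhibition below 50%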;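 also: plate controls were induced DMSO wells for no effect and uninduced yeast grown without galactose for full effect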
hIAP act: human IAP activation; AID 2524; actives 0.16% (n = 330,000); activation factor at 10 µM; purified human IAP, CDP-Star luminescence, 30 min; stronger effect = higher value; 1 = vehicle-only enzyme, 0 = enzyme-free background;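 active = activation factor of the enzyme at least 2-fold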; also: the source names both 10 and 20 µM as test concentration; values of inactives mirror those of a sister screen read the other way
A3G deaminase: blocks human APOBEC3G single-stranded DNA deamination. Q9HC16. inhibition, % at 20 µM. actives 0.28% (n = 330,000). recombinant A3G, ssDNA deamination FAM/TAMRA fluorescence;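 active = inhibition of at least 40% at 20 µM, with no more than 30% in the related APOBEC3A deaminase screen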;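 also: plate controls were DMSO wells with A3G for no effect and wells lacking A3G enzyme for full effect; some compounds called inactive have numbers as strong as hits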
Target sequence (Q9HC16 whole entry, looked up): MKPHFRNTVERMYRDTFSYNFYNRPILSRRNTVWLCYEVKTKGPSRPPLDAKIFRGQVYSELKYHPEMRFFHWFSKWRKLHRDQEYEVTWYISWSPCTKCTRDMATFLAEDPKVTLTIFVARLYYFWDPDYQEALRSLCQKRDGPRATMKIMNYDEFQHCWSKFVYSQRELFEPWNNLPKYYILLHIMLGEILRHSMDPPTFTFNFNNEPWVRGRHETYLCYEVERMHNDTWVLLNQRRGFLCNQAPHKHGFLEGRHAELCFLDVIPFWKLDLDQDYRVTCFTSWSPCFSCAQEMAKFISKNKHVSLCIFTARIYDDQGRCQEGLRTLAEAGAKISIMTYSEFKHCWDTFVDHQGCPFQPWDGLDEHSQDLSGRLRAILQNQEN
beta cell repl: MIN6 beta-cell proliferation induction. MIN6 cells proliferation, ATPlite luminescence, 48 h; cells starved in 0.2% serum; 100% = growth in 10% serum. actives 0.29% (n = 330,000). proliferation, % at 10 µM;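 active = compounds whose signal lies at least 3.5 SD above the mean of all wells on their plate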;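 also: 0% = DMSO-treated cells in low-serum medium and 100% = 10% serum control; some compounds called inactive have numbers as strong as hits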
mIAP activ: increases mouse intestinal alkaline phosphatase activity | muIAP, CDP-Star luminescence, 30 min; stronger effect = higher value; 1 = vehicle-only enzyme signal, 0 = enzyme-free wells | AID 2805 | activation factor at 10 µM | actives 0.24% (n = 330,000);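 active = activation factor of at least 2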; also: the source names both 10 and 20 µM as test concentration; values of inactives mirror those of a sister screen read the other way
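Assay system: mouse IAP enzyme; reagent: chemiluminescent substrate CDP-Star; dosing: test compounds delivered from DMSO solution; schedule: 30 min at room temperature; measured by: luminescence from enzymatic CDP-Star hydrolysis; controls: DMSO-only wells and no-enzyme negative control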
mIAP inh: mouse IAP inhibition; purified mouse IAP, CDP-Star luminescence, 30 min; inhibition, % at 10 µM; actives 0.2% (n = 330,000);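 active = inhibition of at least 40% at 10 µM in the primary screen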;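 also: plate controls were DMSO with enzyme for no effect and no enzyme wells for full effect; values of inactives mirror those of a sister screen read the other way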
* marks the source's active call; other numbers are inactive results; . = no result given.

molecule	beta cell repl	hIAP act	APOBEC3A inh	hIAP inh	A3G deaminase	mIAP inh	SENP1 FRET inh	mIAP activ	NLRP3 yeast inh
Cc1cc(Cl)ccc1OCCCC(=O)N/N=C/c1cccc([N+](=O)[O-])c1	-3	1	5	-1	-3	2	-2	0.97	7
C=CC[C@@H](CC(=O)N[C@@H](CO)Cc1ccccc1)C(=O)NCCOC(=O)[C@@H](CC=C)CC(=O)OC(C)(C)C	1	0.98	4	2	4	-2	2	1	23
COc1cc(C)nc(Oc2ccc(OCCOc3ccccc3)nn2)n1	1	1.2	-2	-18	-10	5	3	0.95	-3
CCCOC(=O)c1ccc(O)c(OC)c1	2	0.99	1	1	-5	1	0	0.99	6
COc1cc(/C=C/c2nc3ccccc3c(=O)[nH]2)cc(Cl)c1O	4	1.1	-18	-11	-37	8	-24	0.92	-21
COC(=O)c1ccc(/C=N\NC(=O)CC(=O)NCCc2ccccc2)cc1	-1	0.98	5	2	-7	0	1	1	0
CC(=O)Oc1ccc(/C=C2/C(=O)N(c3ccccc3)N=C2C)cc1	-1	0.99	-3	1	-10	4	2	0.96	6
Cc1nn(CC(=O)NC(C)C(C)C)c(C)c1S(=O)(=O)N1CCCCC1 (stereo not given)	-2	1	-5	0	-4	0	2	1	20
Cc1cccc(N2CCN(C(=O)c3ccccc3NC(=O)C3=CSCCO3)CC2C)c1 (stereo not given)	-1	1	-5	-4	-2	7	2	0.93	-1
CC(C)c1ccc(NC2CCCN(C(=O)c3cnn(C(C)C)c3)C2)cc1 (stereo not given)	-2	1.2	-5	-15	-2	-1	-1	1	4
COCCN(CC(=O)Nc1cccc(C)c1C)C(=O)c1cc(-c2cccs2)nn1-c1ccccc1	-4	1.1	6	-6	4	-12	1	1.1	17
COc1ccc(Cn2c(C)c(C)c(C#N)c2NC(=O)Nc2cccc(C)c2)cc1	-3	1	2	-4	0	-118	1	2.2*	18
Cc1ccccc1OCC(=O)NN1CCN(C)CC1	0	0.93	-4	7	-9	21	2	0.79	17
Cc1ccccc1-n1c(-c2csc(C)c2C)n[nH]c1=S	0	0.85	1	15	10	-3	0	1	4
CC(=O)Nc1cc(NC(C)=O)c(CC(C)C)s1	-1	1	-4	-1	-6	5	0	0.95	-7

(listing goes on)
molecule	beta cell repl	hIAP act	APOBEC3A inh	hIAP inh	A3G deaminase	mIAP inh	SENP1 FRET inh	mIAP activ	NLRP3 yeast inh
O=C(CN1C(=O)c2ccccc2C1=O)Nc1nc(-c2cccc([N+](=O)[O-])c2)cs1	-1	0.89	-3	11	-9	0	.	0.99	6
Cc1cccc(N2CCN(c3ccc(C(N)=O)cc3[N+](=O)[O-])CC2)c1C	-1	1.1	0	-7	-2	1	0	0.99	17
c1ccc(-n2ncc3c(NCC4CCCO4)ncnc32)cc1 (stereo not given)	-2	0.96	-3	4	-5	5	-1	0.95	23
CSCCC(NC(=O)C12CC3CC(CC(C3)C1)C2)C(=O)OCC(=O)c1ccc(C)cc1 (stereo not given)	2	0.98	-4	2	-7	4	0	0.96	4
COc1ccc(/C=C/C(=O)OCC(=O)Nc2ccc(S(N)(=O)=O)cc2)cc1OC	1	1	4	-2	-9	-2	2	1	5
Cc1[nH]c2ccccc2c1/C=N/NC(=O)c1cc(-c2ccccc2)n[nH]1	-2	0.96	-4	4	-7	-13	2	1.1	9
COc1ccc(NC(=O)CCOc2ccccc2)cc1	-2	1.2	-4	-18	-3	5	2	0.95	35
O=C(COc1ccccc1Cl)NCCNC(=O)c1cccnc1	0	1.1	4	-9	6	-12	0	1.1	9
Cc1cc(C)c(NC(=O)CS(=O)CC(=O)Nc2ccc(N3CCOCC3)cc2)c(C)c1 (stereo not given)	0	0.97	1	3	-5	-6	0	1.1	7
CCOC(=O)Nc1sc(C)nc1-c1ccccc1	0	1.2	-3	-16	-6	-4	1	1	-7
CCN(Cc1ccccc1)S(=O)(=O)c1ccc(S(=O)(=O)N2CCN(CCC#N)CC2)cc1	3	0.9	-2	10	-4	15	0	0.85	7
CCOC(=O)C1CCN(CC(O)COC(CC)c2ccccc2)CC1 (stereo not given)	-2	1.2	-2	-21	-2	5	1	0.95	13
Cc1ccc(Nc2cc(C)nc(-c3ccccc3)n2)cc1	-4	1.1	0	-9	-2	0	-1	1	19
COc1ccc(NC(=O)NC2CCCc3ccccc32)cc1OC (stereo not given)	1	1.2	-4	-19	-8	-42	-2	1.4	10
O=C(OC1CSc2nc3ccccc3n2C1)c1ccco1 (stereo not given)	0	1.1	-2	-10	-8	-1	3	1	12

(continued)
molecule	beta cell repl	hIAP act	APOBEC3A inh	hIAP inh	A3G deaminase	mIAP inh	SENP1 FRET inh	mIAP activ	NLRP3 yeast inh
COc1ccc(CNC(=O)COC(=O)CCc2c[nH]c3ccccc23)cc1	-2	0.95	3	5	5	-12	-1	1.1	16
Cc1ccc(-c2n[nH]c(=O)c3ccccc23)cc1S(=O)(=O)NCCN1CCOCC1	1	0.94	-2	6	-5	13	2	0.87	11
COc1ccc(S(=O)(=O)c2c(O)c3ccc(C(=O)Nc4ccccc4F)cc3[nH]c2=O)cc1	-4	1	-2	-4	0	3	-1	0.97	14
Cc1n[nH]c(=O)c2c(NC(=O)CSc3cc(Cl)ccc3Cl)oc(C)c12	-2	1.1	-1	-6	-6	4	-4	0.96	-3
COc1ccccc1NC(=O)Nc1ccc2c(c1)OCCO2	-5	0.96	-2	4	-2	-4	0	1	9
O=C(Nc1nnc(S(=O)(=O)N2CCOCC2)s1)c1ccccc1F	-6	1.1	2	-7	2	-4	1	1	12
CCOc1ccc(N=C2NN=C(c3cc(C)n(CC4CCCO4)c3C)CS2)cc1 (stereo not given)	-4	1	-4	-2	-10	10	-7	0.91	19
O=C(CCNC(=O)C1CCN(S(=O)(=O)c2ccc(F)cc2)CC1)NCc1cccnc1	1	0.92	-5	8	-4	-1	-2	1	0
O=S(=O)(Nc1cccc2c1CCCC2)c1ccc(Cl)cc1	0	0.9	2	10	-2	13	0	0.87	42
CCOCCn1c(CN2CCCCC2C)nc2c1c(=O)n(C)c(=O)n2C (stereo not given)	-3	1.1	-4	-11	-9	-4	2	1	4
O=C(CSc1nnc(-c2ccncc2)o1)NC1C2CC3CC(C2)CC1C3 (stereo not given)	-2	1.2	0	-17	-4	-9	-2	1.1	1
CCc1ccc(OCCOC(=O)Nc2ccccc2)cc1	-1	1.1	-3	-7	-3	-8	1	1.1	28
CCCCCCCC(=O)N/N=C(\C)c1cccnc1	-1	0.91	2	9	1	-5	2	1.1	6
CC1CCCCC1NC(=O)COC(=O)/C=C/c1ccc2c(c1)OCO2 (stereo not given)	1	1.1	2	-11	2	0	2	1	-5
CCOc1ccc2nc(Cl)c(/C=C/C(=O)c3ccco3)cc2c1	-6	0.99	-5	1	-8	5	1	0.95	2

Additional records.
molecule	beta cell repl	hIAP act	APOBEC3A inh	hIAP inh	A3G deaminase	mIAP inh	SENP1 FRET inh	mIAP activ	NLRP3 yeast inh
CC1Cc2ccccc2N1S(=O)(=O)c1cccc(C(=O)OCC(=O)NCc2ccco2)c1 (stereo not given)	3	1.1	5	-6	-4	-4	2	1	0
COC(=O)c1ccc(NC(=O)COC(=O)c2nc3nccc(C)n3n2)cc1	2	0.89	4	12	27	-12	1	1.1	9
COc1ccc(C/C(N)=N/O)cc1	-1	0.88	-4	12	-10	-5	0	1.1	6
COc1ccc(N(CC(=O)NCc2ccc3c(c2)OCO3)C(=O)CCC(=O)Nc2ccccn2)cc1	1	1.1	-2	-10	-2	-3	1	1	6
Cn1cc(C(CO)Cc2ccccc2)c2ccccc21 (stereo not given)	-2	1	-5	-2	-8	5	-1	0.95	30
CC(C)C[C@H](NC(=O)[C@H]1N2C(=O)c3ccccc3C2SC1(C)C)C(=O)N[C@@H](Cc1ccccc1)C(=O)O (stereo not given in full)	-4	0.94	-4	6	-7	7	3	0.93	2
OCCNc1nc(-c2cccnc2)nc2ccccc12	2	0.95	-6	5	-8	-1	1	1	2
Cc1ccccc1CN1C2=NCCN2c2ccccc21	-4	1.1	5	-9	-3	-10	4	1.1	7
Cc1cc(F)ccc1S(=O)(=O)Nc1ccccc1C(=O)Nc1ncn[nH]1	0	1.1	2	-9	-3	7	-2	0.93	-3
CC(OC(=O)Cn1[nH]c(=O)c2ccccc2c1=O)C(=O)c1ccccc1 (stereo not given)	-2	1.3	13	-29	11	3	-3	0.97	13
CC(Cc1ccccn1)NC(=O)CCc1nnc(C2CCCCC2)o1 (stereo not given)	6	0.84	5	16	1	0	-3	1	13
O=c1cc(-c2ccccc2)cc(-c2ccccc2)n1CCCO	5	0.71	3	29	17	-12	-1	1.1	12
CCN(CC)S(=O)(=O)c1cccc(-c2nnc(SCC(=O)NC3CCCCCC3)n2N)c1	3	0.9	0	10	-3	-1	6	1	1
O=C(CSc1nnc(Cc2cccs2)n1Cc1ccco1)Nc1cccc(Cl)c1	-3	1.1	-1	-9	-5	0	-4	1	13
COC(=O)C12CC3CC(C1)CC(n1cnc(Cl)n1)(C3)C2	-1	1.1	0	-13	-2	8	0	0.92	10

The listing continues.
molecule	beta cell repl	hIAP act	APOBEC3A inh	hIAP inh	A3G deaminase	mIAP inh	SENP1 FRET inh	mIAP activ	NLRP3 yeast inh
COc1ccc(C(CNC(=O)C(C)(C)Oc2ccc(Cl)cc2)N2CCCC2)cc1 (stereo not given)	-7	1.1	-3	-9	-7	-14	-2	1.1	10
Cc1c(C)c2ccc(OCC(=O)Nc3ccccn3)c(C)c2oc1=O	-7	1.1	-3	-10	-1	-2	0	1	13
COC(=O)c1sc(NC(=O)COc2cccc3ccccc23)nc1C	1	1.1	-3	-6	-3	-7	3	1.1	-22
Cc1c(O)nc(SCC(=O)Nc2cccc(C(F)(F)F)c2)n(-c2ccccc2)c1=O	2	1.3	6	-26	0	5	-2	0.95	17
CCc1ccc(NS(=O)(=O)c2ccc3[nH]cc(C(=O)N4CCCCC4)c(=O)c3c2)cc1	0	1.1	11	-12	1	12	2	0.88	-3
O=C(O)CCc1nn2c3ccccc3n(CCN3CCCCC3)c2nc1=O	4	1	4	-2	-3	-3	4	1	6
COc1ccc(C(=O)/C=C/c2ccc(C)cc2)c(OC(=O)c2ccc([N+](=O)[O-])cc2)c1	-3	0.96	0	4	0	8	2	0.92	14
CCOC(=O)c1cnc2c(C(F)(F)F)cccc2c1N1CCN(C)CC1	-2	0.89	3	11	20	-6	2	1.1	10
Cc1ccccc1NC(=O)CC1SC(=Nc2ccc(O)cc2)NC1=O (stereo not given)	-4	1.1	-6	-14	-8	-2	2	1	10
Cc1cc(C(C)(C)C)cc(S(=O)(=O)Nc2ccc(O)c(C(=O)O)c2)c1C	4	0.87	1	13	-1	7	1	0.93	-7
CC(C)Cn1c(SCC(=O)NC2CCCc3ccccc32)nc(O)cc1=O (stereo not given)	2	1.1	-2	-6	-4	-2	1	1	13
CN1CC[C@]2(CCN3CCc4c(oc5ccccc45)[C@@H]3C2)N(C)C1=O	3	1.1	-3	-8	-7	-1	-16	1	21

Screening data (PubChem)

Some of the compounds tested; count on the stated rates, not on these rows.
